# TCR act: activates T cell receptor signaling; primary human leukocytes, anti-CD3, IL-2 HTRF, 48 h; Potency, µM (titrated, usually from 9.22 µM), without a hit: at the highest dose activation of IL-2 secretion, most hits filed as activators; 330,000 tested, under 10 active; further: % of control where 0% means no effect
#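 1) Mix primary human leukocytes, a-CD3 beads and compound. 2) Incubate 48 hr. 3) Add HTRF IL-2 reagents (a-IL-2-K, a-IL-2-d2).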
# S-ASM inh: inhibitors of human secretory acid sphingomyelinase. P17405. placental ASM, HMU-PC fluorogenic substrate, 60 min. Potency, µM (top dose mostly 57.5 µM), without a hit: top-dose activity change, negative = inhibition, hits mostly inhibitors. 0.006% of 340,000 active. AID 504937; further: potency means the concentration at half of the fitted maximal effect
#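 Steps: dispense placental human ASM, pin compound, wait 10 min at room temperature, add HMU-PC0 substrate at 9 uM final, incubate 60 min at 37 °C, add stop solution raising pH to 10, read fluorescence.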
# a7 integrin act: activates integrin-mediated alleviation for muscular dystrophy. alpha7betagal myoblasts, beta-gal FDG fluorescence, 48 h. Potency, µM (titrated, usually from 38.3 µM), inactives show top-dose activation, hits mostly activators. 0.064% of 350,000 active. AID 624291;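 further: potency means the concentration at half of the fitted maximal effect; 100% = response of the positive control SU9516; nearly all actives have a fitted effect of over 60% in size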
#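 Alpha7betagal+/- myoblasts (passage 13) were plated 16-24 hr, then exposed to compounds (1:260 dilution of DMSO stock) for 48 hours at 37C. After MPER lysis, β-galactosidase reporter activity was read as FDG fluorescence (ex 480/em 540) after 30 minutes.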
# PTAP TSG101 blk: blocks PTAP/TSG101 interaction to inhibit HIV-1 budding | Q99816 | Fluorescence polarization, FITC-PTAP peptide / Tsg101 binding | Potency, µM (highest dose often 115 µM), inactives show at the highest dose activity change, negative = inhibition, most hits filed as inhibitors | 340,000 tested, under 10 active | AID 493005; active means well fitted inhibition curve with a large enough effect in the main read-out, with a control signal flat, not every such curve was filed as active; inconclusive means small, poorly fitted or top-dose-only effect, or effect the other way, or a change in a side signal; inactive means no such curve, though single readings can be large or run the other way; further: potency means the concentration at half of the fitted maximal effect; % of control where 0% means no effect
#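 Tsg101 binding domain (10 uM final) was mixed with compound and a FITC-labeled PTAP peptide (50 nM final) in HEPES pH 7.5 buffer with NaCl, Tween 20, EDTA and TCEP; fluorescence polarization was read after 20 min at r.t.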
# Mito fusion yeast: mitochondrial division inhibition or fusion activation | S. cerevisiae fusion-defective mutant growth rescue, CellTiterGlo 48 h | 0.23% of 320,000 active | Potency, µM (doses to about 46.1 µM), for inactives: top-dose growth rescue (activation), usual class: activators | AID 485298;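 further: potency means the concentration at half of the fitted maximal effect; % of control where 0% means no effect; nearly all actives have a fitted effect of over 45% in size; temperature-sensitive fusion mutants such as fzo1-1 at 37 °C on non-fermentable ethanol glycerol medium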
#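 Yeast fusion mutant, YPEG (non-fermentable carbon), compound, 48 h at 37C non-permissive; CellTiterGlo added, 10 min RT, luminescence read. Rescued growth = division inhibition.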
# MBNL1-CUG inh: MBNL1-poly(CUG) RNA binding inhibition | Q9NR56 | TR-FRET MBNL1-His/biotin-(CUG)12 binding, 665/545 ratio | Potency, µM (top dose mostly 57.5 µM), for inactives: at the top dose activity change, negative = inhibition, hits mostly inhibitors | 0.036% of 280,000 active | AID 2675; active means well fitted inhibition curve with a large enough effect in the signal ratio, with a control signal flat, not every such curve was filed as active; inconclusive means small, poorly fitted or top-dose-only effect, or effect the other way, or a change in a side signal; inactive means no such curve, though single readings can be large or run the other way; the % refers to the signal ratio; further: potency means the concentration at half of the fitted maximal effect; on the % scale 0 is the no-effect control and ±100 the full control effect
#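 TR-FRET readout: Ex 340 nm, 665/545 nm emission ratio, normalized to buffer-only (basal) and MBNL1-(CUG)12 controls. Complex of MBNL1-His with Biotin-(CUG)12, compounds 92 nM–58 uM, incubated 60 min at room temperature.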
# Menin MLL FP TR: menin-MLL binding inhibition, Texas Red mutant peptide; O00255; Menin + Texas Red MLL mutant peptide, fluorescence polarization; Potency, µM (highest dose often 61.6 µM), for inactives: top-dose FP activity change, negative = inhibition, usual class: inhibitors; 0.23% of 270,000 active; AID 1768; active means well fitted inhibition curve with a large enough effect in the polarisation, with a control signal flat, not every such curve was filed as active; inconclusive means small, poorly fitted or top-dose-only effect, or effect the other way, or a change in a side signal; inactive means no such curve, though single readings can be large or run the other way; the % refers to the polarisation; further: potency means the concentration at half of the fitted maximal effect; % of control where 0% means no effect; many of its hits are not listed in these tables
# A-T KAP1 phos: potential ataxia-telangiectasia treatments restoring KAP-1 phosphorylation | Potency, µM (series often up to 57.5 µM), without a hit: at the highest dose activation, actives largely listed as activators | 0.19% of 320,000 active | AID 485349 | […] A-T fibroblasts, KAP-1 phosphorylation AlphaLISA; neocarzinostatin DNA damage 30 min before lysis; further: potency means the concentration at half of the fitted maximal effect; % of control where 0% means no effect; nearly all actives have a fitted effect of over 45% in size
#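 hTERT-immortalized A-T patient fibroblasts ([…]), 500 cells/well in OPTI-MEM, 1% FBS, got compounds for 60 min, then NCS for 30 min at 37C. Lysates were then assayed for phospho-KAP-1 by AlphaLISA (anti-pKAP1 donor, anti-KAP1 acceptor beads), 6 hr at 25C.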
# CXXC DNA block: blocks binding of human MLL CXXC domain to DNA; Potency, µM (series often up to 115 µM), inactives show at the highest dose activity change, negative = inhibition, most hits filed as inhibitors; MLL-CXXC / FITC-HOXA9 DNA fluorescence polarization; AID 2662; 0.037% of 290,000 active; Q03164; active means well fitted inhibition curve with a large enough effect in the polarisation, with a control signal flat, not every such curve was filed as active; inconclusive means small, poorly fitted or top-dose-only effect, or effect the other way, or a change in a side signal; inactive means no such curve, though single readings can be large or run the other way; the % refers to the polarisation; further: potency means the concentration at half of the fitted maximal effect
# Target sequence (Q03164 whole entry, looked up, the tested form may be a part): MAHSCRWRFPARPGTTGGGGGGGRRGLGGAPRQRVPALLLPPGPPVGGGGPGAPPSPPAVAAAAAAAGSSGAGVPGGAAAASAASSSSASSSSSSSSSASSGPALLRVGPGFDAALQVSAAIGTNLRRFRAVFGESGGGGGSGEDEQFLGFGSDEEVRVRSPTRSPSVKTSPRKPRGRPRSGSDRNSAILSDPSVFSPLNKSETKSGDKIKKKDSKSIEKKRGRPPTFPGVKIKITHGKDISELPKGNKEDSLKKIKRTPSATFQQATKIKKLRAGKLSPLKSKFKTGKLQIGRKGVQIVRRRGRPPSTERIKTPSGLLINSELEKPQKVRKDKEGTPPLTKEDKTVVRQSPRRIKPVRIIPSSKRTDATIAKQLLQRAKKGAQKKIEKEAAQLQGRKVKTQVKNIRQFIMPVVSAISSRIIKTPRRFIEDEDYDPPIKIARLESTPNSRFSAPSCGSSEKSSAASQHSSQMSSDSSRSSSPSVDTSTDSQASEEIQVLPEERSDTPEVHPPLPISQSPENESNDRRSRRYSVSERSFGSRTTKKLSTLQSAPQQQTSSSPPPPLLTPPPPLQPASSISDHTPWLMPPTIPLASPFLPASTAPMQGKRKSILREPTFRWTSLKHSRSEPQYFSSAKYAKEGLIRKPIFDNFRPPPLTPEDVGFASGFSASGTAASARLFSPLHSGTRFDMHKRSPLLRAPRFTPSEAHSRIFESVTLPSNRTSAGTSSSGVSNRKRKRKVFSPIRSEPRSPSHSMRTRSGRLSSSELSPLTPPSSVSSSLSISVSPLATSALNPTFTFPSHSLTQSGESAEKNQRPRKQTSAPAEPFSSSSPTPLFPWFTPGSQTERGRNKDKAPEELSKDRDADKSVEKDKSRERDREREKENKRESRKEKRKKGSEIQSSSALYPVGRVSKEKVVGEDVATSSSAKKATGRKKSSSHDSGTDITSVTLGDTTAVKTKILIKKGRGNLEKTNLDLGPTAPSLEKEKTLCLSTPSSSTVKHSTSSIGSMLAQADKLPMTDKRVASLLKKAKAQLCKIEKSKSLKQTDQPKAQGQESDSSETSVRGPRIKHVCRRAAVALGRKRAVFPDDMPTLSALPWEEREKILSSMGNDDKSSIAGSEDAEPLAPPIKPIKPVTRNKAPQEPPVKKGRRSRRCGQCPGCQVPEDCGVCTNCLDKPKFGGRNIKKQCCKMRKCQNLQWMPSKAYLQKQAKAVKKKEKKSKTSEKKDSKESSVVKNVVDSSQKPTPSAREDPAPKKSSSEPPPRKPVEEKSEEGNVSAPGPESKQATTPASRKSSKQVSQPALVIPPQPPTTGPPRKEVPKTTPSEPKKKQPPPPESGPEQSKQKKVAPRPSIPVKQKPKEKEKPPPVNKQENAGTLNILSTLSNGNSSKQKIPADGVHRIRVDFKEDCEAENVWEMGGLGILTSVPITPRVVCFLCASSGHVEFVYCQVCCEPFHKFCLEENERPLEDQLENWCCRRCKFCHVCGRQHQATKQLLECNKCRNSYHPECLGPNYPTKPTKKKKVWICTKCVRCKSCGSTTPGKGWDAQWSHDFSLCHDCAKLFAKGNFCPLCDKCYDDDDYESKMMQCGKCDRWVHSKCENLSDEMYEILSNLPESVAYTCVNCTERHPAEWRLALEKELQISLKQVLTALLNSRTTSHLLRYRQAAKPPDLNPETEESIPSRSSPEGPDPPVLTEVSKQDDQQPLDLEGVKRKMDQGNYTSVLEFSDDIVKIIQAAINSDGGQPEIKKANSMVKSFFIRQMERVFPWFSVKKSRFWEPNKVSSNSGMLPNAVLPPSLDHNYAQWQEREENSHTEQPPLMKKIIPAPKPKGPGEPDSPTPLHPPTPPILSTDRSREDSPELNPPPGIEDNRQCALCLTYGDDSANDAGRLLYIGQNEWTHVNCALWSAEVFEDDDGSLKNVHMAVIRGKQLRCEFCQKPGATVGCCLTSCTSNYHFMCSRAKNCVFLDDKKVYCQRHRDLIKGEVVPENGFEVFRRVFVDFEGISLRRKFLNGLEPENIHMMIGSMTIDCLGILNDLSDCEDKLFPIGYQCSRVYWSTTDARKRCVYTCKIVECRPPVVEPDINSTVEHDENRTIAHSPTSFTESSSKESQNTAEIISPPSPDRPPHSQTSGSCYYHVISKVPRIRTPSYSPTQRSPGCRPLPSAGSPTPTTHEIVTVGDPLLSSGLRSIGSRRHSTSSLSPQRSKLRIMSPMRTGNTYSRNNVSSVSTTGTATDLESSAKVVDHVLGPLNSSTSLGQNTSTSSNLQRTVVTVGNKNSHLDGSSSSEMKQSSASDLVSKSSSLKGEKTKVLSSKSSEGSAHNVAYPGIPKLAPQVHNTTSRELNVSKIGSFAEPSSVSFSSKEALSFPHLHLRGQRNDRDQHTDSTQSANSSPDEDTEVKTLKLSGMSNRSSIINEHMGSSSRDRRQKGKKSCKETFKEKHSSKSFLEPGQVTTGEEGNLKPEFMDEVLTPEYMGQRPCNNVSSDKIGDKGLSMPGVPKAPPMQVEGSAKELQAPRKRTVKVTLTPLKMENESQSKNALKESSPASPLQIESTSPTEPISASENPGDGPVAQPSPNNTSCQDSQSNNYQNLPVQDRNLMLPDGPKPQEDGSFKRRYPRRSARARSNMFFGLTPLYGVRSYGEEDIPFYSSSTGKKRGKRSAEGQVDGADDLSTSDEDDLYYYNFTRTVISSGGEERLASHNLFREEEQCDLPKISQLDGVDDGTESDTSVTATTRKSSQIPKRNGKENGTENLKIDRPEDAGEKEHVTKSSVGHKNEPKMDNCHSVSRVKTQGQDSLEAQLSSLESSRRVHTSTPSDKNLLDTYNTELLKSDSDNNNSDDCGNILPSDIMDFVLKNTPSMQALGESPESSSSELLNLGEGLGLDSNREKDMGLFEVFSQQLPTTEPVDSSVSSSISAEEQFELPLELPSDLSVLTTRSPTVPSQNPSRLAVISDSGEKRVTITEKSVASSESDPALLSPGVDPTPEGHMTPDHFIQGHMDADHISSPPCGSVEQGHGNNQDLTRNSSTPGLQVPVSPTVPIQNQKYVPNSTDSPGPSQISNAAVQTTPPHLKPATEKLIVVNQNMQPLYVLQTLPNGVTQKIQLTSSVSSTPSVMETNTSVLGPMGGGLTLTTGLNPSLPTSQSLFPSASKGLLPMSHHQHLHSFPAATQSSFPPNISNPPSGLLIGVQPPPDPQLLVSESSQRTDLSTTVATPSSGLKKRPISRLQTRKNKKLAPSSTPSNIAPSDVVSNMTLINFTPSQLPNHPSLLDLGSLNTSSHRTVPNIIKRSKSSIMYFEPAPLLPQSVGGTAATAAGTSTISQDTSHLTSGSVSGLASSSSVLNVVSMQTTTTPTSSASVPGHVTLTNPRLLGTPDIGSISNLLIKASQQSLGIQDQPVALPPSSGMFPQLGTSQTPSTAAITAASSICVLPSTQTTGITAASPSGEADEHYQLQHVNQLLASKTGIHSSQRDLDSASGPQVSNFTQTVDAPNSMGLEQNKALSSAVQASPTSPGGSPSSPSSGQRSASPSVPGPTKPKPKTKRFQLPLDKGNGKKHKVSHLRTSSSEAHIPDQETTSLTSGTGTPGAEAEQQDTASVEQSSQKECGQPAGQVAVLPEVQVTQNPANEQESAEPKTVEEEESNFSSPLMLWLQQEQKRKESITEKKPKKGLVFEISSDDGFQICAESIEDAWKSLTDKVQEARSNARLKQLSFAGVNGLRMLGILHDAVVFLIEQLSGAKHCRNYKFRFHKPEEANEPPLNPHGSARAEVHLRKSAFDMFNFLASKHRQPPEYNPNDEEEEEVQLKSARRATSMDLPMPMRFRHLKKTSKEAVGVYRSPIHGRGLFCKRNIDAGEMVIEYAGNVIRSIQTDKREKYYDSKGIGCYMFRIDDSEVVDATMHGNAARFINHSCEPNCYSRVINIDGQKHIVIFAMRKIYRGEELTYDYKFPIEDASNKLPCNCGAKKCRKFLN
#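 Purified MLL-CXXC (added from a 7 uM solution) was preincubated 5 min at ambient with pinned compounds in 50 mM Tris-HCl pH 7.5, 50 mM NaCl, 1 mM DTT, 0.05% BSA. Fluorescein-labeled HOX-A9 DNA (50 nM solution) followed, 30 min, then polarization read.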
# TSHR antagonist: blocks TSH signaling through the human TSH receptor; activity change, negative = inhibition, % at 11.5 µM; TSHR-expressing cells, TSH-stimulated cAMP HTRF, 2 h; hits give low values; P16473; 0.2% of 330,000 active; AID 504810;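 active means activity change below a set negative limit, meaning inhibition stronger than a set level, cut at about -70% in these data; inconclusive means activity change between two set negative limits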; further: on the % scale 0 is the no-effect control and ±100 the full control effect
#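 Antagonism was scored as loss of TSH-driven cAMP in TSHR cells, stimulated with 4nM TSH (EC80) for 2 hours at 37 deg C and detected by homogeneous HTRF competition immunoassay.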
# * = called active by the depositor; ? = inconclusive; nt = no result given; [ ] = another dose, or the depositor's remark. Unless noted, the call rests on the fitted dose curve; in most records, active means well fitted curve in the direction sought with a large enough effect; inconclusive means small, poorly fitted or top-dose-only effect, or another doubt; inactive means no such curve, though single readings can be large; an effect the other way counts as inactive or inconclusive. Not all compounds are listed; the hit share may differ from the screen's.
no.	Structure	TCR act	S-ASM inh	a7 integrin act	PTAP TSG101 blk	Mito fusion yeast	MBNL1-CUG inh	Menin MLL FP TR	A-T KAP1 phos	CXXC DNA block	TSHR antagonist
1	Cc1ccc(NC(=O)CN(C)CC(=O)NC2CCCc3ccccc32)cc1 (configuration not stated)	-1%	0%	19%	0%	-2%	8%	nt	?	-5%	-6
2	Nn1c(Cc2ccccc2)nc2sc3c(c2c1=O)CCC3	-5%	-2%	0%	-4%	-4%	nt	nt	6%	-3%	-9
3	O=C(c1cccc(Cl)c1)N1CCCC(C(=O)N2CCCCCC2)C1 (configuration not stated)	-7%	0%	-7%	-4%	1%	-4%	1%	6%	1%	0
4	c1ccc(-c2cnnc(SCc3cn4cccnc4n3)n2)cc1	-10%	2%	-14%	-2%	-1%	?	-9%	2%	-13%	6
5	O=c1c2ccccc2[nH]c(=S)n1-c1cccc(S(=O)(=O)N2CCCC2)c1	8%[46.1 µM]	0%	-8%	0%	1%	0%	7%	4%	-3%	-24
6	Cn1c(=O)c2c(SCC(=O)N3CCOCC3)nc(-c3ccccc3Cl)nc2n(C)c1=O	-5%	-2%	-6%	-2%	0%	-4%	nt	-2%	4%	3
7	CCOC(=O)N1CCN(C(=O)CN(c2cccc(C(F)(F)F)c2)S(C)(=O)=O)CC1	nt	3%	23%	-6%	0%	-3%	-10%	1%	4%	-1
8	COc1ccc(C2Oc3ccccc3C3=C2C(c2cccs2)n2ncnc2N3)cc1 (configuration not stated)	-3%	148%[activator]	6%	-7%	22%	3%	-1%	4%	19%	-10
9	CN(CC(=O)Nc1ccc(N2CCOCC2)cc1)C(=O)c1ccc(CS(C)(=O)=O)cc1	30%	11%	0%	-1%	nt	nt	nt	9%	nt	-12
10	COc1ccc2c(c1)c1ccc3c(c1n2C)C(=O)C=CC3=O	3%	-5%	1%	-7%	-15%	nt	nt	-14%	-4%	-24
11	CCc1ccccc1N(C)S(=O)(=O)c1ccc(-c2cc(C)no2)s1	-4%	3%	9%	-4%	0%	13%	nt	-3%	5%	-20
12	Oc1[nH]c(=S)sc1C=C1N=c2ccccc2=N1	4%	5%	13%	-3%	2%	?	nt	1%	-21%	-19
13	COc1ccc(NC(=O)c2cc(Br)ccc2Cl)c([N+](=O)[O-])c1	2%	-2%	2%	-3%	-7%	1%	17%	-8%	23%	-14
14	CNc1nc(C)nc(-n2nc(C)cc2C)n1	-1%	0%	8%	-5%	-9%	-9%	10%	3%	-4%	-7
15	CCOc1ccc(S(=O)(=O)N2CCC(C(=O)NCCc3ccc(S(N)(=O)=O)cc3)CC2)cc1	1%	0%	-11%	-3%	3%	-2%	1%	-3%	-7%	0
16	Cc1cccn2c(=O)c(/C=C(\C#N)C(=O)NC3CCS(=O)(=O)C3)c(N3CCC(C)CC3)nc12 (configuration not stated)	-1%[46.1 µM]	nt	-8%	-5%	-1%	nt	-19%	-3%	-4%	-9
17	CN(Cc1ccccc1)c1cc(Cl)nc(N)n1	6%	3%	-36%	-1%	-3%	1%	-8%	1%	1%	-8
18	COc1ccc(C)cc1NC(=O)c1cc(S(=O)(=O)N2CCOCC2)cn1C	4%	4%	-12%	-5%	1%	-2%	4%	-5%	nt	-7
19	C=CCc1cccc(/C=N/NC(=O)C(C)Nc2cccc(C)c2)c1O (configuration not stated)	nt	33%[activator]	-33%	-3%	-8%	-2%	?	8%	-1%	-7
20	CCc1ccc(CN(C)C(=O)c2cc(S(=O)(=O)N3CCN(CC)CC3)ccc2Cl)cc1	6%	3%	-11%	-15%	2%	nt	nt	-7%	nt	9
21	O=C(COc1ccc2ccc(=O)oc2c1)Nc1cccc(S(=O)(=O)N2CCCCC2)c1	5%	23%	-1%	0%	-3%	nt	nt	5%	nt	17
22	COc1ccc(CNC(=O)CN2C(=O)CCSc3ccc(S(=O)(=O)N4CCCC4)cc32)cc1	-4%	-2%	-27%	-1%	-8%	-1%	?	6%	23%	12
23	COc1ccc(/C=N/Nc2nc(NCc3ccco3)nc(Nc3ccc(OC)cc3)n2)cc1	1%[46.1 µM]	-25%	13%	1%	1%	0%	?	-6%	1%	19
24	O=C(Nc1ccc2c(c1)OCCO2)C1CCC1	6%	2%	12%	-6%	-1%	-8%	4%	-4%	-5%	-1
25	O=C(Cc1ccccc1)N1CCC(c2nc(-c3ccc(F)cc3)no2)CC1	-3%	-5%	8%	-11%	12%	1%	2%	5%	-11%	-9
26	COc1ccc(N=C2S/C(=C\c3cc(C)n(C)c3C)C(=O)N2C)cc1	-1%	-25%	-21%	0%	5%	?	nt	-11%	8%	12
27	O=C(NC(=S)Nc1ccc2[nH]c(=O)[nH]c2c1)c1ccccc1F	-1%	2%	-23%	-4%	-1%	0%	nt	8%	-2%	4
28	O=C(CCN1CCCCCC1)c1ccccc1	-2%[46.1 µM]	-1%	-20%	-4%	-3%	-3%	-8%	nt	117%[activator]	-3
29	C[C@H](NC(=O)c1nc[nH]c1C(=O)NCC(=O)OCc1ccccc1)c1ccccc1	-6%	2%	-5%	0%	2%	-6%	-12%	2%	15%	-8
30	Cc1cc(C)cc(N(C(=O)c2ccccn2)C(C(=O)NC2CCCCC2)c2ccncc2)c1 (configuration not stated)	-4%	3%	?	2%	0%	-3%	-9%	-1%	8%	-5

# Part of the list above in order of count of non-hydrogen atoms, ascending.
no.	Structure	TCR act	S-ASM inh	a7 integrin act	PTAP TSG101 blk	Mito fusion yeast	MBNL1-CUG inh	Menin MLL FP TR	A-T KAP1 phos	CXXC DNA block	TSHR antagonist
17	CN(Cc1ccccc1)c1cc(Cl)nc(N)n1	6%	3%	-36%	-1%	-3%	1%	-8%	1%	1%	-8
10	COc1ccc2c(c1)c1ccc3c(c1n2C)C(=O)C=CC3=O	3%	-5%	1%	-7%	-15%	nt	nt	-14%	-4%	-24
4	c1ccc(-c2cnnc(SCc3cn4cccnc4n3)n2)cc1	-10%	2%	-14%	-2%	-1%	?	-9%	2%	-13%	6
3	O=C(c1cccc(Cl)c1)N1CCCC(C(=O)N2CCCCCC2)C1 (configuration not stated)	-7%	0%	-7%	-4%	1%	-4%	1%	6%	1%	0
29	C[C@H](NC(=O)c1nc[nH]c1C(=O)NCC(=O)OCc1ccccc1)c1ccccc1	-6%	2%	-5%	0%	2%	-6%	-12%	2%	15%	-8
9	CN(CC(=O)Nc1ccc(N2CCOCC2)cc1)C(=O)c1ccc(CS(C)(=O)=O)cc1	30%	11%	0%	-1%	nt	nt	nt	9%	nt	-12
22	COc1ccc(CNC(=O)CN2C(=O)CCSc3ccc(S(=O)(=O)N4CCCC4)cc32)cc1	-4%	-2%	-27%	-1%	-8%	-1%	?	6%	23%	12

# Later entries
no.	Structure	TCR act	S-ASM inh	a7 integrin act	PTAP TSG101 blk	Mito fusion yeast	MBNL1-CUG inh	Menin MLL FP TR	A-T KAP1 phos	CXXC DNA block	TSHR antagonist
31	Cc1ccc(CCN2CC(C(=O)NCCCN3CCOCC3)CC2=O)cc1 (configuration not stated)	-6%	1%	-3%	1%	-2%	0%	2%	2%	9%	-2
32	O=C(O)CC1NC(=S)N(c2ccccc2)C1=O (configuration not stated)	-6%	0%	-46%[inhibitor]	-3%	-8%	-2%	-2%	2%	-1%	-4
33	O=C(O)c1ccccc1NS(=O)(=O)c1ccc2ccccc2c1	-5%	13%	0%	-4%	12%	-3%	?	0%	49%[activator]	6
34	O=C(CN1CCN(S(=O)(=O)c2ccc(Cl)c(Cl)c2)CC1)N1CCCCC1	-3%	0%	-7%	-4%	-2%	nt	nt	3%	nt	21
35	O=C(NN1CCOCC1)c1cc(-c2ccncc2)nc2ccccc12	-7%	3%	13%	-3%	-1%	12%	1%	-6%	-3%	-4
36	CN(Cc1cccs1)C(=O)C1CC(=O)N(Cc2ccccc2)C1 (configuration not stated)	-8%	4%	3%	2%	-5%	nt	nt	4%	nt	4
37	O=C(CCNC(=O)c1ccc([N+](=O)[O-])cc1)NC1CCCCCC1	-1%	0%	21%	-2%	-1%	nt	nt	-6%	nt	3

# Assay outcomes (PubChem)
